SKKanGAS inh = blocks kanamycin growth of S. pyogenes SKKanGAS strain; 300,000 tested, 1.3% active; inhibition, % at 7.5 µM; BacTiter-Glo, 6 h;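 active = mean replicate score, as percent of positive control median, at least 50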;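 also: strain carries kanamycin resistance gene driven by streptokinase promoter and grows in 40 µg/ml kanamycin; loss of luminescence reflects streptokinase promoter inhibition or plain growth inhibition; 0% = median of DMSO wells and 100% = positive control at its reference dose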
TRPC6 act = mouse TRPC6 channel activation. 310,000 tested, 0.13% active. AID 2550. HEK293-TRPC6 membrane potential dye fluorescence; active compounds read high. Q61143. B-score at 10 µM;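 active = B-score of the integrated fluorescence ratio above library mean plus 3 SD, and starting fluorescence ratio within library mean plus 5 SD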;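 also: higher score means more depolarization so channel activation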
Target sequence (Q61143 whole entry, looked up): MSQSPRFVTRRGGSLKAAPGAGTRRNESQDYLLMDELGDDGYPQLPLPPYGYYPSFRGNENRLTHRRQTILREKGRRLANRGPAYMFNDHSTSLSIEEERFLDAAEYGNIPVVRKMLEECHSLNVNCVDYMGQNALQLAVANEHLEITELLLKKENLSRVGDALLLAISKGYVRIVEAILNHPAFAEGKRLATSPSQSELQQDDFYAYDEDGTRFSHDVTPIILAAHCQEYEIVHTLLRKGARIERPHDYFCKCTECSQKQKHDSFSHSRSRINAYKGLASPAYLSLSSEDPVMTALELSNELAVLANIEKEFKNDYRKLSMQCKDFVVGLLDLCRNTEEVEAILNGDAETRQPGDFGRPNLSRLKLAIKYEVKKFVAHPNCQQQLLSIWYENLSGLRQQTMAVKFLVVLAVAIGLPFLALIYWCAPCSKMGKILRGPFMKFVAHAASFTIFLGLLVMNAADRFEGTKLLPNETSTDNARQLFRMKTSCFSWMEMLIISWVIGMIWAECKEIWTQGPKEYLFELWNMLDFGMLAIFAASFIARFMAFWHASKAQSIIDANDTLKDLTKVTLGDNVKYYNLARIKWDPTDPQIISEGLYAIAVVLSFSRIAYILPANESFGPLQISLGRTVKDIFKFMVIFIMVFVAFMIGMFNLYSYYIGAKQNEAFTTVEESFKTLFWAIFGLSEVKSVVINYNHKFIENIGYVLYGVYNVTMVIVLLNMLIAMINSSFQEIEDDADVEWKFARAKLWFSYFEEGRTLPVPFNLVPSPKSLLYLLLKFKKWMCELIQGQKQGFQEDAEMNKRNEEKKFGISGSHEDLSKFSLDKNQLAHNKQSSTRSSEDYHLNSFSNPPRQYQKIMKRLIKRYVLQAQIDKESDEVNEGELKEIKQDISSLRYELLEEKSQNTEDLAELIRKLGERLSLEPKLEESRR
RGS4 block = human RGS4 inhibition | P49798 | HEK293 M3R/RGS4 inducible, Fluo-4 calcium flux; active compounds read high; triggered by carbachol at its EC20 | B-score at 10 µM | 310,000 tested, 0.45% active | AID 463165;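 active = B-score, a plate-corrected calcium signal, over three deviations above library mean, with baseline fluorescence within five deviations of library mean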;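 also: RGS4 expression induced by doxycycline in cells with stable M3 receptor; B-score is computed from the integrated fluorescence ratio over baseline after carbachol; higher B-score means a larger calcium signal and so more RGS4 inhibition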
Target sequence (P49798 whole entry, looked up): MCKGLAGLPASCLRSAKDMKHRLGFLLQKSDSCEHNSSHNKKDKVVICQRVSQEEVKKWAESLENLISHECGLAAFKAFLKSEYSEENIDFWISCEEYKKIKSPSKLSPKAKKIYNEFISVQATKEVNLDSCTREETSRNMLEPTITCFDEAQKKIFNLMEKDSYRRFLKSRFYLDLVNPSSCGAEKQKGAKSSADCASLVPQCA
MrgX1 agonist = agonists of human MrgX1 receptor; Q96LB2; 310,000 tested, 0.44% active; B-score at 10 µM; MrgX1-HEK293 cells, Fluo-4 calcium fluorescence, agonist mode; active compounds read high;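 active = calcium response B-score plate-corrected fluorescence ratio at least 3 library SD, with starting fluorescence B-score inside 5 SD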
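Test system: HEK293 cells stably expressing human MrgX1 receptor; Input: fifteen thousand cells per well; Dosing: compound delivered in addition one of three; Schedule: overnight seeding, then 1 h dark dye loading; Technique: Fluo-4 NW calcium fluorescence; Measure: B-scored fluorescence response ratio; Controls: positive and negative controls per plate.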
TRPC6 inhibitor = mouse TRPC6 channel inhibition; B-score at 10 µM; HEK293-TRPC6, membrane potential dye, ACh-evoked depolarization; active compounds read low; AID 2553; Q61143; 310,000 tested, 1.1% active;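 active = B-score under library mean minus 3 SD, initial fluorescence not abnormally high, positive integrated signal ratio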;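 also: B-score derived from integrated fluorescence ratio over the kinetic read; more negative B-score means stronger inhibition of depolarization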
MrgX1 allo act = allosterically activates human MrgX1 receptor signaling | 310,000 tested, 0.63% active | B-score at 10 µM | AID 588675 | MrgX1-HEK293, Fluo-4 calcium flux, FDSS; active compounds read high;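 active = plate-corrected calcium response at least 3 library SD above typical, normal starting fluorescence, not activating the receptor alone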;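 also: compound read alongside a low EC10 to EC30 dose of BAM8-22 agonist; peak minus trough fluorescence over baseline measured at the second addition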
ANO1 activ = activators or potentiators of mouse TMEM16A chloride channel; B-score at 10 µM; AID 623877; 340,000 tested, 0.3% active; HEK293 TMEM16A/YFP-H148Q/I152L, iodide quench fluorescence; active compounds read low;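 active = fluorescence-ratio B-score plate-corrected deviation score at least 3 library SD below zero, with starting fluorescence score within 5 deviations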;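 also: channel opened by trigger with iodide after compound preincubation; score built on the fluorescence ratio of max minus min over baseline; more negative score means more quench and so TMEM16A activation or potentiation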
HDAC3 inhib = inhibitors of human histone deacetylase 3 | recombinant HDAC3, fluorogenic peptide/trypsin coupled, fluorescence | inhibition, % at 8.3 µM | 320,000 tested, 0.15% active; in the data active = inhibition above about 26%, passing the limit was not always enough
RGS4 pot = RGS4 potentiation or activation. HEK293 M3R/inducible RGS4, carbachol calcium flux Fluo4; active compounds read low. B-score at 10 µM. 310,000 tested, 0.92% active. AID 463111;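 active = B-score of the integrated calcium signal more than 4 SD below the library mean, with starting fluorescence not abnormally high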;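 also: negative B-score means reduced calcium response which marks RGS4 activation or potentiation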
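Material: M3R-expressing HEK293 line, RGS4 induced by doxycycline | Schedule: Overnight RGS4 induction, 30 min dye load 37 °C, 20 min compound RT | Measured by: Fluo4 fluorescence kinetic imaging of calcium | Read-out: Integrated calcium ratio converted to B score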
ANO1 block = inhibitors of mouse TMEM16A calcium-activated chloride channel; normalized B-score (activity score, 25-100; higher = stronger inhibition) at 10 µM; HEK293 TMEM16A/YFP iodide influx fluorescence, ionomycin; 310,000 tested, 1.2% active; AID 588511;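 active = ratio plate-corrected score three or more library SD toward inhibition, starting fluorescence score within five deviations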;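 also: score derived from kinetic fluorescence span divided by baseline fluorescence per well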
MrgX1 antagonist = human MrgX1 receptor antagonism, primary screen. MRGX1-HEK293 calcium flux, Fluo-4, BAM8-22 antagonism; active compounds read low. B-score at 10 µM. 310,000 tested, 1.3% active. AID 588676;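 active = calcium-response B-score plate-corrected more than 3 library SD below zero, starting fluorescence within 5 deviations, no agonist response on first addition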;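 also: peak minus trough fluorescence over baseline after final BAM8-22 challenge near maximal dose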
An asterisk follows results filed as active; i = inactive; x = not tested or not shown. Random draw from the library; any-hit rate near 6.7%.

Screens in order – SKKanGAS inh	TRPC6 act	RGS4 block	MrgX1 agonist	TRPC6 inhibitor	MrgX1 allo act	ANO1 activ	HDAC3 inhib	RGS4 pot	ANO1 block	MrgX1 antagonist
(1) Cc1ccc(C(=O)N/C(=C/c2ccccc2)C(=O)NCc2ccncc2)cc1
→ 1.1	i	i	i	i	i	i	1.9	i	i	i
(2) O=c1cc(CN2CCOCC2)c2cc(Cl)ccc2o1
→ -1.9	i	i	i	i	i	i	-2.1	i	i	i
(3) CC(C)(CNC(=O)C1CCCC1)CNC(=O)C1CCCC1
→ -0.6	i	i	i	i	i	i	-5.8	i	i	i
(4) O=C(CSc1nnc(NC(=O)c2ccccc2Cl)s1)Nc1ccc2c(c1)oc1ccccc12
→ 14.6	i	i	i	i	i	x	-1.8	i	i	-4.59*
(5) CC(=O)c1ccc(COC(=O)c2cc3ccccc3oc2=O)cc1
→ -2.2	i	i	i	i	i	i	-6.5	i	i	i
(6) COc1ccc(NC(=S)N(CCCN2CCOCC2)Cc2ccco2)cc1
→ -3.2	i	i	i	i	i	i	1.7	i	i	i
(7) COC(=O)C1=C(C)N(CC2CCCO2)C(=O)/C1=C\c1ccc(O)cc1 (stereo not drawn)
→ 6.9	i	i	i	i	i	i	-0.3	i	i	i
(8) Cc1ccc2c(C)c(C(=O)N(C)C(C)c3ccncn3)oc2c1C (stereo not drawn)
→ -1.0	i	i	i	i	i	i	x	i	i	i
(9) O=C(c1ccco1)N1CCN(CC(=O)N(C2CCCCC2)C2CCS(=O)(=O)C2)CC1 (stereo not drawn)
→ 6.9	i	i	i	i	i	i	12.9	i	i	i
(10) O=C(CN1C(=O)CCSc2ccccc21)NC1CCCCC1
→ 7.0	i	i	i	i	i	i	10.9	i	i	i
(11) O=C(c1coc2ccc(O)cc12)C1CC1
→ 3.0	i	i	i	i	i	i	-4.1	i	i	i
(12) CC(=O)N=Cc1c(C)c(C#N)c(=O)n(C)c1O
→ -33.4	i	i	i	i	i	i	1.0	i	i	i
(13) CC(C)c1ccc(/C=N/NC(=O)c2ccccc2Cl)cc1
→ 8.5	i	i	i	i	i	i	2.4	i	i	i
(14) COc1cc2c(cc1OC)C(c1cc(OC)c(OC)c(OC)c1)NCC2 (stereo not drawn)
→ -5.5	i	i	i	i	i	i	-2.1	i	i	i
(15) Cc1ccc(NC(=O)C2(S(=O)(=O)c3ccc(Cl)cc3)CC2)c(Br)c1
→ 5.3	i	i	i	i	i	i	6.2	i	i	i
(16) O=C(NCCc1ccccc1)C1CCN(S(=O)(=O)c2ccccc2)CC1
→ -2.1	i	i	i	i	i	i	-12.6	i	i	i
(17) CC(C)(C)NS(=O)(=O)c1ccc2nc(NC(=O)Cc3cccs3)sc2c1
→ -16.1	i	i	i	i	i	i	6.4	i	i	i
(18) Cc1ccc(NC(=O)CCSc2nnc(C)s2)cc1
→ -2.0	i	i	i	i	i	i	-1.4	i	i	i
(19) CCn1c(SCC(=O)c2cc(C)ccc2C)nc2cc(S(=O)(=O)N3CCOCC3)ccc21
→ 4.2	i	i	i	i	i	i	4.1	i	i	i
(20) Cc1ccc2[nH]c(=O)c3cc(C(=O)N(C)Cc4ccco4)sc3c2c1
→ -6.6	i	i	i	i	i	i	-21.1	i	i	i
(21) Cc1ccc2sc(-c3ccc(NC(=O)/C=C\C(=O)O)cc3)nc2c1
→ 1.0	i	i	x	i	x	i	x	i	x	x
(22) O=C(Nc1nc(-c2cccs2)c(C(=O)C(F)(F)F)s1)c1ccco1
→ -7.4	i	i	i	i	7.6*	i	2.3	i	i	i
(23) Cc1ccc(C(=O)CCC(=O)OCC(=O)N(C)c2c(N)n(Cc3ccccc3)c(=O)[nH]c2=O)cc1
→ -11.7	i	i	i	i	i	i	4.1	i	i	i
(24) COc1ccc(C(=O)NCC(=O)OCC(=O)c2ccc3c(c2)NC(=O)CO3)cc1
→ 2.6	i	i	i	i	7.56*	i	-3.2	i	i	i
(25) C/C(=N/NC(=O)c1cc(-c2ccc(Br)s2)[nH]n1)c1ccco1
→ 2.3	i	i	i	i	i	i	2.5	i	i	i
(26) Cc1ccc(S(=O)(=O)N(C)C)cc1NC(=S)NCCCn1ccnc1
→ x	i	i	i	i	i	i	-0.9	i	i	i
(27) O=c1oc2cc(OCc3ccc(F)cc3F)ccc2cc1-c1ccc2ccccc2n1
→ -7.3	i	i	i	i	i	x	-2.6	i	i	i
(28) O=S(=O)(NCCOCC(F)(F)C(F)F)c1ccc2oc3ccccc3c2c1
→ -7.6	i	i	i	i	i	i	2.0	i	25*	i
(29) Cc1ccc(C)c(OCCCC(=O)Nc2ccc(N3CCOCC3)cc2)c1
→ -1.0	i	i	x	i	x	x	x	i	x	x
(30) COc1ccc(CCNC(=O)c2nnn(CC(=O)Nc3cccc(F)c3)c2N)cc1OC
→ -6.7	i	i	i	i	i	i	-2.7	i	i	i
(31) Cc1nc(NCCNC(=O)c2ccco2)c2c(C)c(C)sc2n1
→ x	x	x	i	x	i	i	-2.7	x	i	i
(32) Nc1ccc(Nc2nc(-c3cc4ccccc4oc3=O)cs2)cc1
→ 1.5	i	i	i	i	i	i	x	i	i	i
(33) COc1ccc2[nH]c(C(=O)N3CCCN(Cc4ccc(F)cc4)CC3)cc2c1
→ 0.7	i	i	i	i	i	i	-11.1	i	i	i
(34) O=C(COc1cc(Cl)ccc1Cl)Nc1nnc(CC(=O)N2CCOCC2)s1
→ x	x	x	i	x	i	i	0.5	x	i	i
(35) NNC(=O)c1cccn(Cc2ccc(Cl)cc2Cl)c1=O
→ 3.8	i	i	i	i	i	-7.19*	0.6	i	i	i
(36) COc1cccc([C@@H]2Oc3ccc(OC)cc3C(=O)[C@H]2OC(=O)NCc2ccc3c(c2)OCO3)c1
→ 10.5	i	i	i	i	i	x	-1.8	i	i	i
(37) O=C(NCCc1ccccc1)c1ccc(-c2ccccc2Cl)o1
→ 19.4	i	i	i	i	i	i	-0.9	i	i	-4.59*
(38) CC1CC(C)CN(C(=O)CCNC(=O)Cn2cnc3ccccc3c2=O)C1 (stereo not drawn)
→ -0.4	i	i	i	i	i	i	6.3	i	i	i
(39) COc1ccccc1CC(=O)N1CCC(CCC(=O)NC2CC2)CC1
→ -0.7	i	i	i	i	i	i	4.1	i	i	i
(40) CCOC(=O)NN=C1CN(S(=O)(=O)c2ccc(C)cc2)C1
→ -3.7	i	i	i	i	i	i	-5.1	i	i	i
(41) COc1ccc(CCNC(=O)C2CC(=O)N(c3ccccc3)C2)cc1OC (stereo not drawn)
→ 1.0	i	i	i	i	i	i	3.9	i	i	i
(42) CC[N+](CC)(CC#Cc1ccccc1)CC(=O)c1ccc(Cl)cc1
→ -5.6	i	i	i	i	i	i	-4.9	i	i	i
(43) CCOC(=O)N1CCC(c2cc(=O)n(-c3ccccc3)[nH]2)CC1
→ -1.4	i	i	i	i	i	i	0.5	i	i	i
(44) CCOC(=O)CSc1ncc(OC)c(Sc2ccc(OC)cc2)n1
→ 2.0	i	i	i	i	i	i	3.3	i	i	i
(45) O=C(COC(=O)CSc1cc(Cl)ccc1Cl)NCc1ccc2c(c1)OCO2
→ -0.4	i	i	i	i	i	i	15.2	i	i	i
(46) O=C(CNC(=O)c1ccco1)NCC(=O)OCc1ccc(F)cc1
→ -4.3	i	i	i	i	i	i	0.1	i	i	i
(47) COC(=O)c1ccc(CSc2nnc(CNC(=O)c3cccs3)o2)o1
→ -3.0	i	i	i	i	i	i	-0.9	i	i	i
(48) Cc1nn(CC(=O)NCCc2ccc(Cl)cc2)c(C)c1[N+](=O)[O-]
→ 0.8	i	i	i	i	i	i	-3.4	i	i	i
(49) NC(=O)CC(NC(=O)Cc1ccc(Br)cc1)c1ccc(NCC2CC2)c([N+](=O)[O-])c1 (stereo not drawn)
→ 6.9	i	i	i	i	i	i	-11.3	i	i	i
(50) Cn1c(=O)c2c(ncn2CCCNC2=CC(C)(C)CC(=O)C2)n(C)c1=O
→ 2.5	i	i	x	i	x	x	x	i	x	x
(51) CCCCc1ccc(NS(=O)(=O)c2c(C)n(C)c(=O)n(C)c2=O)cc1
→ -5.6	i	i	i	i	i	i	1.0	i	i	i
(52) CN(C)c1cc(=O)n2c(n1)SCCC2
→ -2.2	i	i	i	i	i	i	5.4	i	i	i
(53) O=C(Nc1ccc(Br)cn1)c1ccc2ccccc2c1
→ -8.0	i	i	i	i	i	i	1.7	i	i	i
(54) CSc1ccc(S(=O)(=O)N(CC(=O)NN=C2CCN(C)CC2)c2ccc(C)cc2)cc1
→ 0.5	i	i	i	i	i	i	-1.3	i	i	i
(55) Cc1noc(C)c1COc1ccc(C(=O)OCC(=O)OC(C)(C)C)cc1
→ 0.8	i	i	i	i	i	i	5.9	i	i	i
(56) Cc1cc(C)nc(Nc2ccc(C)c([N+](=O)[O-])c2)n1
→ -6.0	i	i	i	i	i	i	1.8	i	i	i
(57) COc1ccc(-c2cnnn2-c2ccc(NC(=O)c3ccco3)cc2)cc1OC
→ 3.4	i	4.68*	i	i	i	i	2.5	i	i	i
(58) CN(C)/C=N/NC(=O)c1ccccc1
→ 3.1	i	i	i	i	i	i	-2.3	i	i	i
(59) Cc1ccc(C)c(NC(=O)CSc2nc3ccccc3nc2N2CCOCC2)c1
→ -1.0	i	i	i	i	i	i	-9.3	i	i	i
(60) O=C(/C=C/c1ccccc1)NCC(=O)N/N=C\c1cccnc1
→ -1.2	i	i	i	i	i	i	0.8	i	i	i

The listing continues:
Screens in order – SKKanGAS inh	TRPC6 act	RGS4 block	MrgX1 agonist	TRPC6 inhibitor	MrgX1 allo act	ANO1 activ	HDAC3 inhib	RGS4 pot	ANO1 block	MrgX1 antagonist
(61) CC(Oc1ccc(Cl)cc1)C(=O)NCC1CCCO1 (stereo not drawn)
→ 0.3	i	i	i	i	i	i	0.7	i	i	i
(62) O=C(CCCn1cnc([N+](=O)[O-])n1)Nc1cccc(Cl)c1Cl
→ 3.5	i	i	i	i	i	i	-0.5	i	i	i
(63) CCOC(=O)c1cc(C)sc1NC(=O)CSc1nccn1C
→ 8.5	i	i	i	i	i	i	-8.1	i	i	i
(64) O=C(Nc1ccc(Oc2cccnc2)cc1)c1ccc([N+](=O)[O-])cc1
→ 11.6	i	i	i	i	i	i	-5.7	i	i	i
(65) ON=C1c2ccccc2-c2ccccc21
→ -1.8	i	i	i	i	i	i	-2.5	i	i	i
(66) O=c1onc(-c2cccnc2)n1-c1ccccc1F
→ -4.5	i	i	i	i	i	i	-8.4	i	i	i
